# Source: PubChem BioAssay (several laboratories)
# GDH-TPI counter: GDH-TPI coupled enzyme inhibition counter-screen; GDH-TPI coupled enzyme counterscreen, NADH absorbance; inhibition, % at 4.8 µM; 360,000 compounds, 1.2% hits; AID 588335; in the data active = inhibition above about 30%;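 also: 0% = DMSO wells and 100% = wells lacking the enzyme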
# PrPC TRFRET: inhibitors of human cell surface prion protein PrPC; TR-FRET read-out; inhibition, % at 13.8 µM; 370,000 compounds, 0.43% hits; AID 720596; in the data active = inhibition above about 24%; also: 0% = median of the test wells and 100% = reference compound wells
# Mtb UGM inh: Mtb UDP-galactopyranose mutase inhibition | 320,000 compounds, 0.06% hits | purified UGM, fluorescence polarization probe displacement | P9WIQ1 | inhibition, % at 10 µM; in the data active = inhibition above about 10%, passing the limit was not always enough; inconclusive = no clear call, values can overlap the other calls
# Target sequence (P9WIQ1 whole entry, looked up): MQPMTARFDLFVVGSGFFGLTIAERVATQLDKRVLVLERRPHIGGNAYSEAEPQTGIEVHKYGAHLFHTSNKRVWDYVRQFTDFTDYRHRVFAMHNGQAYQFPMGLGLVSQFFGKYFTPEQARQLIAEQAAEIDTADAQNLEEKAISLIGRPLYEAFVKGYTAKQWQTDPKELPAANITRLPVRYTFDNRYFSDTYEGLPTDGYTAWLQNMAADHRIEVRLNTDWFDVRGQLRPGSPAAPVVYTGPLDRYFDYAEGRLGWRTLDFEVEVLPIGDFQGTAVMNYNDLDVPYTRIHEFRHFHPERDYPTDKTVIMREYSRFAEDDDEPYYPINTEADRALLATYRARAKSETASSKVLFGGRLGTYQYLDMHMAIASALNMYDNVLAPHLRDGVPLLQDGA
# Rv3671c protease: inhibits the M. tuberculosis serine protease Rv3671c | inhibition, % at 5.96 µM | 320,000 compounds, 0.048% hits | P9WHR9; in the data active = inhibition above about 38%;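 also: extracellular domain of Rv3671c used as enzyme; 0% = enzyme with DMSO and 100% = no enzyme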
# Target sequence (P9WHR9 whole entry, looked up, the tested form may be a part): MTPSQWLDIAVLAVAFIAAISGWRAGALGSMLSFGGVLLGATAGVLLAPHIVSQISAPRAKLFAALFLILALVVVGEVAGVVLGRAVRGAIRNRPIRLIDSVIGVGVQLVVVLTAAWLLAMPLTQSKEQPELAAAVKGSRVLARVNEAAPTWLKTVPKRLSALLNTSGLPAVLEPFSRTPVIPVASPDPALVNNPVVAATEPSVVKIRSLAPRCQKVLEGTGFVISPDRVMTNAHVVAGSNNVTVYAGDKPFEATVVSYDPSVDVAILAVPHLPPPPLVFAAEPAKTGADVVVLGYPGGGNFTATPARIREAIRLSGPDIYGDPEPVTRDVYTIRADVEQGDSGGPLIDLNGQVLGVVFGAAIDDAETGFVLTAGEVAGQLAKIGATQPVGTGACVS
# BioA inh: BioA (M. tuberculosis) enzyme inhibition. purified M. tuberculosis BioA enzyme, plate reader. inhibition, % at 9.99 µM. 360,000 compounds, 0.096% hits; in the data active = inhibition above about 40%; inconclusive = no clear call, values can overlap the other calls
# FBA Mtb inh: inhibits M. tuberculosis FBA enzyme | purified M. tuberculosis FBA, fluorescence read-out | AID 588726 | 360,000 compounds, 2.3% hits | P9WQA3 | inhibition, % at 1 µM; in the data active = inhibition above about 27%;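 also: 0% = vehicle and 100% = reference inhibitor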
# BoNT-F LC inh: blocks Botulinum neurotoxin F light chain protease; inhibition, % at 10 µM; Multiplex microsphere protease cleavage assay, flow cytometry; 360,000 compounds, 0.22% hits; AID 588497; in the data active = inhibition above about 35%, passing the limit was not always enough; inconclusive = no clear call, values can overlap the other calls; also: plate controls were buffer without enzyme for full effect and enzyme alone for no effect
# FadD28 binding: blocks FadD28 binding to the bisubstrate probe; 360,000 compounds, 0.22% hits; inhibition, % at 12.5 µM; fluorescence polarization; in the data active = inhibition above about 8.5%, passing the limit was not always enough; inconclusive = no clear call, values can overlap the other calls
# MazEF act: activators of E. coli MazEF toxin-antitoxin RNase; 350,000 compounds, 0.32% hits; activation, % at 20 µM; FAM/BHQ RNA-DNA oligo cleavage fluorescence, 5 h; P0AE70; in the data active = activation above about 50%
# Target sequence (P0AE70 whole entry, looked up): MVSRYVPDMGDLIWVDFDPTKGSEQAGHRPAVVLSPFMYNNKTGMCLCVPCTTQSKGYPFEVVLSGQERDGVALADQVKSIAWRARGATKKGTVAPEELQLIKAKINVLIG
# * marks the source's active call; other numbers are inactive results; u = inconclusive; x = no result given.
SMILES,GDH-TPI counter,PrPC TRFRET,Mtb UGM inh,Rv3671c protease,BioA inh,FBA Mtb inh,BoNT-F LC inh,FadD28 binding,MazEF act
CCOC(=O)C1=C(CN2CCN(C(=O)c3ccco3)CC2)NC(=O)NC1c1ccc(F)cc1 (stereo unspecified),0,-7,2.9,1,1.1,2,-4,-2.0,5
O=C(O)c1ccc(S(=O)(=O)c2ccccc2C(=O)O)c([N+](=O)[O-])c1,-15,-10,2.0,-11,-0.2,0,-10,-3.5,3
COc1ccccc1N1CCN(CC(=O)c2c(C)[nH]c3cc(C)ccc23)CC1,0,-2,-0.7,-7,0.0,-4,5,-3.7,-16
Cc1ccc(S(=O)(=O)Nc2ccccc2-c2ccccc2NS(=O)(=O)c2ccc(C)cc2)cc1,2,1,0.3,-18,4.1,-2,-14,0.9,4
COc1ccc(CCNC(=O)C(=O)c2cn(CC(=O)N3CCOCC3)c3ccccc23)cc1,20,-3,-1.4,-5,-1.1,3,1,-4.0,2
COc1ccc(S(=O)(=O)N(CC(=O)NC2CC2)C2CCCCC2)cc1Cl,2,0,-0.3,4,0.8,2,-12,-3.3,3
COC(=O)CCCCCN1C(=O)NC(c2ccccc2)C(C(=O)OCc2ccccc2)=C1C (stereo unspecified),8,2,-1.7,-9,0.5,1,0,-0.3,-2
CCN(C(=O)CSc1nc2ccc(C)cc2[nH]1)C1CCS(=O)(=O)C1 (stereo unspecified),6,1,-1.0,18,0.5,0,1,-1.7,-8
CCOc1ccc(S(=O)(=O)Nc2ccc(C(=O)NCCCN3CCCC3=O)cc2)cc1,1,-3,1.1,-7,x,3,-2,0.7,-1
CCN(c1nc(C)cc(OC)n1)S(=O)(=O)c1ccccc1,-9,-8,-1.5,0,0.5,3,-8,0.8,1

# Structural class, the compounds so far containing an aryl methoxy group
SMILES,GDH-TPI counter,PrPC TRFRET,Mtb UGM inh,Rv3671c protease,BioA inh,FBA Mtb inh,BoNT-F LC inh,FadD28 binding,MazEF act
COc1ccccc1N1CCN(CC(=O)c2c(C)[nH]c3cc(C)ccc23)CC1,0,-2,-0.7,-7,0.0,-4,5,-3.7,-16
COc1ccc(CCNC(=O)C(=O)c2cn(CC(=O)N3CCOCC3)c3ccccc23)cc1,20,-3,-1.4,-5,-1.1,3,1,-4.0,2
COc1ccc(S(=O)(=O)N(CC(=O)NC2CC2)C2CCCCC2)cc1Cl,2,0,-0.3,4,0.8,2,-12,-3.3,3
CCN(c1nc(C)cc(OC)n1)S(=O)(=O)c1ccccc1,-9,-8,-1.5,0,0.5,3,-8,0.8,1

# Back to the main list with the 2 entries that preceded the break.
SMILES,GDH-TPI counter,PrPC TRFRET,Mtb UGM inh,Rv3671c protease,BioA inh,FBA Mtb inh,BoNT-F LC inh,FadD28 binding,MazEF act
CCOc1ccc(S(=O)(=O)Nc2ccc(C(=O)NCCCN3CCCC3=O)cc2)cc1,1,-3,1.1,-7,x,3,-2,0.7,-1
CCN(c1nc(C)cc(OC)n1)S(=O)(=O)c1ccccc1,-9,-8,-1.5,0,0.5,3,-8,0.8,1
CC(CN1C(C)CCCC1C)OC(=O)c1ccc(Cl)cc1 (stereo unspecified),2,5,-3.8,-7,x,1,-6,0.0,6
CCOC(=O)C1=C(COC(=O)/C=C/c2cccc(OC)c2OC)NC(=O)NC1C (stereo unspecified),0,-2,-1.0,1,-1.3,5,-6,0.4,5
O=c1oc(Cc2ccccc2)nc2ccccc12,-5,-7,-0.6,-1,-1.2,3,-2,-3.8,16
O=C(O)c1ccc(/C=C2\COc3ccccc3C2=O)cc1,11,-7,0.4,2,x,-2,20,-3.2,-11
O=C(Nc1nc2ccccc2[nH]1)C1CCCO1 (stereo unspecified),-1,7,3.3,-1,1.2,-1,0,-3.9,2
CCc1nnc(NC(=O)c2ccc(S(=O)(=O)N3CCc4ccccc4C3)cc2)s1,6,-6,0.9,-3,x,3,-2,-2.0,1
O=C(Nc1ccc2c(c1)OCCO2)c1ccncc1,9,1,-4.9,3,3.2,-2,-3,-2.6,9
COc1cccc(NC(=O)CSc2nc3n[nH]c(C)c3c(=N)n2-c2cccc(OC)c2)c1,7,7,-0.2,-35,3.8,-2,-4,-10,9
CC(=O)c1ccc(-n2c(CCC(=O)O)ccc2-c2ccc(Br)cc2)cc1,-9,1,0.7,-2,9.2,0,14,-3.9,-14
CCC(=O)N1CCN(c2cc(N3CCCC3)c(F)cc2[N+](=O)[O-])CC1,-6,-16,2.9,4,1.3,-15,-1,-1.4,8

# One compound at a time, from the list above. Screens in order: GDH-TPI counter, PrPC TRFRET, Mtb UGM inh, Rv3671c protease, BioA inh, FBA Mtb inh, BoNT-F LC inh, FadD28 binding, MazEF act
# Profile of `O=c1oc(Cc2ccccc2)nc2ccccc12` : -5, -7, -0.6, -1, -1.2, 3, -2, -3.8, 16
# Profile of `O=C(Nc1nc2ccccc2[nH]1)C1CCCO1` (stereo unspecified) : -1, 7, 3.3, -1, 1.2, -1, 0, -3.9, 2
# Profile of `CCC(=O)N1CCN(c2cc(N3CCCC3)c(F)cc2[N+](=O)[O-])CC1` : -6, -16, 2.9, 4, 1.3, -15, -1, -1.4, 8

# Going on with the list:
SMILES,GDH-TPI counter,PrPC TRFRET,Mtb UGM inh,Rv3671c protease,BioA inh,FBA Mtb inh,BoNT-F LC inh,FadD28 binding,MazEF act
CC(C)CN1C(=O)/C(=C/c2ccco2)NC1=S,6,-6,0.8,0,-3.6,0,-8,1.4,7
CC1CCCC(C)N1CC(O)COCc1ccccc1F (stereo unspecified),2,-1,0.6,-4,-1.2,1,10,-0.4,-16
C=CCN(c1ccccc1OC)S(=O)(=O)c1cccc(C(=O)Nc2nnc(C3CC3)s2)c1,7,-2,-0.1,-10,-0.1,-3,x,-1.8,1
COCCCNC(=O)CN1CCN(Cc2ccc(Cl)cc2)C1=O,9,7,-1.0,-8,0.3,-3,-4,-4.1,4
COc1ccc(CCNC(=O)c2ccc(CN3CCC(Cc4ccccc4)CC3)cc2)cc1OC,3,-6,3.4,-3,x,1,-3,-1.7,11
CCN(CC)S(=O)(=O)c1cc(NC(=O)C(C)N(C)CC(=O)Nc2c(C)cccc2C)ccc1C (stereo unspecified),7,4,-3.0,1,-1.6,4,-17,-2.5,-3
NC(=O)C1(N2CCCCC2)CCN(Cc2ccccc2)CC1,14,-6,-3.0,-20,-0.6,-1,0,-0.7,-6
COc1ccccc1NCCC(=O)OCC(=O)NC1CCCCCC1,0,10,-3.2,6,-1.8,1,-6,-2.5,-8
COc1ccc(N(C(=O)c2ccc(F)cc2)C2=CC3CCC(C2)N3C)cc1 (stereo unspecified),-4,-4,-1.0,-4,0.0,6,-7,-1.9,0
CCC1=NN(C(=O)c2ccccc2[N+](=O)[O-])C(O)(c2ccccc2)C1 (stereo unspecified),19,0,x,x,-1.9,3,6,1.4,3
CCOc1ccc2nnc(-c3ccc(Br)cc3)n2n1,0,0,-0.4,-2,-2.0,-10,1,-2.4,17
O=C(NNc1cc(Br)c(O)c(Br)c1)c1ccccc1,9,-4,0.7,5,x,-7,4,-1.6,-6
Cc1ccc2c(c1)NC(=O)C(CC(=O)Nc1ccc(CN3CCC(C)CC3)cc1)O2 (stereo unspecified),9,x,-0.5,6,0.7,8,-15,-3.1,4
COc1ccc(-c2cc(C#N)nc(N3CCNCC3)n2)cc1,12,-9,-1.2,-15,14,2,-55,-7.0,-14
CCN(CC(=O)NCCN1CCOCC1)S(=O)(=O)c1ccc(F)cc1,5,-4,-0.1,1,x,5,16,0.4,7
Cc1nc2cc(NS(=O)(=O)c3ccccc3F)ccc2s1,11,-2,-2.2,-5,-1.9,-5,0,-0.1,15
COc1ccccc1C1=NOC(CN2C(=O)c3ccccc3S2(=O)=O)C1 (stereo unspecified),10,-1,0.8,-4,x,1,3,-1.0,-23
S=C(NCc1ccco1)Nc1ccccc1Cl,17,7,-4.7,3,9.7,1,u,-2.3,10
O=C(N/N=C/c1ccc(OCc2ccc(F)cc2)cc1)c1ccccc1,4,1,-2.2,7,x,1,-4,0.1,-14
COC(=O)CN1C(=O)Nc2ccc(Cl)cc2C1c1ccccc1 (stereo unspecified),13,-3,0.5,-5,-0.7,2,25,-3.4,2
COCCNC(=O)C(c1ccc(O)cc1)N(Cc1ccco1)C(=O)CCC(=O)Nc1nccs1 (stereo unspecified),6,-7,4.4,-8,-0.7,-2,-3,-0.5,8
Cc1c(C(=O)N2CCCCC2)sc(N)c1C#N,-7,7,1.2,-6,5.3,2,0,-3.0,-4
Cc1cc(C)c(S(=O)(=O)Nc2cccc(S(=O)(=O)N3CCOCC3)c2)c(C)c1,-2,27*,3.5,-1,-1.1,-2,3,-2.5,2
COc1ccc(NS(=O)(=O)c2ccc(NC(=S)NC(=O)CC(C)C)cc2)cc1,12,3,3.9,-34,-0.1,-1,-11,-0.5,12
O=C1CN(c2nc(-c3cccnc3)nc3scc(-c4ccccc4)c23)CCN1,9,-3,-0.9,-10,x,4,-2,-2.2,1
COc1ccc(CCNC(=S)N2CCN(S(=O)(=O)c3ccccc3F)CC2)cc1,-8,2,-3.1,1,-0.4,2,4,-0.6,-3
CC1(C(=O)NS(=O)(=O)c2ccc3ccccc3c2)CCN1C(=O)CC1CCCCC1 (stereo unspecified),2,10,x,x,0.4,0,0,-1.5,x
CC(SC#N)C(=O)C12CC3CC(CC(C3)C1)C2 (stereo unspecified),7,-6,3.4,1,x,-1,-2,-2.4,6
Cc1ccc(C)c(S(=O)(=O)NCC(c2ccco2)N2CCc3ccccc3C2)c1 (stereo unspecified),3,4,3.1,-7,-2.5,74*,2,-2.1,-4
COc1ccc(CN2CCC2(C)C(=O)Nc2cccc(NS(C)(=O)=O)c2)c2ccccc12 (stereo unspecified),6,-2,x,x,-1.1,0,-5,-0.8,x
COC(=O)c1ccc(Cn2nnc3c(=O)[nH]c(C4CCCN(S(=O)(=O)c5ccccc5Cl)C4)nc32)cc1 (stereo unspecified),9,-4,-1.7,2,0.1,-1,6,-5.1,4
O=C(CNC(=O)c1ccc(-c2ccccc2)cc1)OCc1c(Cl)cccc1Cl,3,3,0.5,-8,x,-2,-6,-1.9,2

# By substructure: the entries above with a COOH group
SMILES,GDH-TPI counter,PrPC TRFRET,Mtb UGM inh,Rv3671c protease,BioA inh,FBA Mtb inh,BoNT-F LC inh,FadD28 binding,MazEF act
O=C(O)c1ccc(S(=O)(=O)c2ccccc2C(=O)O)c([N+](=O)[O-])c1,-15,-10,2.0,-11,-0.2,0,-10,-3.5,3
O=C(O)c1ccc(/C=C2\COc3ccccc3C2=O)cc1,11,-7,0.4,2,x,-2,20,-3.2,-11
CC(=O)c1ccc(-n2c(CCC(=O)O)ccc2-c2ccc(Br)cc2)cc1,-9,1,0.7,-2,9.2,0,14,-3.9,-14
